# NCOA1 inh: SRC1 coactivator transcriptional activity inhibitors, primary screen, cell-based, luminescence. HEK293 GAL4-SRC1 luciferase reporter. inhibition, % at 3.6 µM. 360,000 compounds, 0.12% hits. AID 588354, 2011;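 active = inhibition above the campaign mean plus 3 SD, with each screening campaign given its own cutoff, cut at about 60% in these data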;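 also: 0% = DMSO treated cells and 100% = gossypol at 36 µM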
# ABHD5-PLIN5 inh: ABHD5-PLIN5 interaction inhibitors, primary screen, cell lysate, split luciferase complementation, luminescence; Perilipin-5 (Homo sapiens) + 1-acylglycerol-3-phosphate O-acyltransferase ABHD5 (Homo …; Split G. princeps luciferase complementation, 4 h; inhibition, % at 4 µM; 360,000 compounds, 0.78% hits; AID 602281, 2012;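 active = inhibition above the mean inhibition across every tested compound plus 3 SD, cut at about 22% in these data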;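 also: 0% = DMSO only wells and the 100% control is not disclosed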
# TWEAK Fn14 block: inhibitors of TWEAK-Fn14 signaling, primary screen, luciferase reporter cells, uHTS; AID 1159606, 2016; 360,000 compounds, 2% hits; inhibition, % at 10 µM; TWEAK-stimulated Fn14 reporter cells, luciferase luminescence, 8 h; in the data active = inhibition above about 50%
# NR2F2 inh: NR2F2 transcriptional activity inhibitors, primary screen, cell-based, luciferase reporter, HEK293T, luminescence | HEK293T NGFI-A luciferase reporter | inhibition, % at 8.6 µM | 370,000 compounds, 0.7% hits;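 active = inhibition above a per-plate cutoff, mean inhibition of test wells between control levels plus 3 SD, cut at about 38% in these data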;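 also: cells cotransfected with COUP-TFII expression vector driving the NGFI-A reporter; 0% = median of COUP-TF2 test wells and 100% = reporter-only cells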
# NR5A2 inv ag: LRH-1 (NR5A2) inverse agonists, primary screen, cell-based, luminescence, HEK293T, StAR-luciferase reporter; Nuclear receptor subfamily 5 group A member 2 (Homo sapiens), O00482; LRH-1 transfected, 24 h; inhibition, % at 3.6 µM; 360,000 compounds, 0.13% hits;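 active = inhibition above the mean inhibition of all tested compounds plus 3 SD, cut at about 73% in these data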;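 also: 0% = DMSO wells and 100% = reporter-only cells lacking LRH-1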
# NOD2 RIPK2 PPI: NOD2-RIPK2 binding disruptors in cells, primary screen, fluorescence, CHO cells, BLA complementation; 360,000 compounds, 0.38% hits; inhibition, % at 4.98 µM; CCF4 ratio; Receptor-interacting serine/threonine-protein kinase 2 (Homo sapiens), O43353; in the data active = inhibition above about 21%;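 also: 0% = vehicle only and 100% = reference blocker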
# TROY signal inh: inhibitors of TROY-driven NF-kB signaling, primary screen, Q293 LMP1-TROYcd cells, NF-kB luciferase, uHTS | 360,000 compounds, 0.98% hits | Q293 LMP1-TROYcd NF-kB luciferase reporter, 4 h | inhibition, % at 10 µM;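 active = compounds whose plate-normalised and pattern-corrected inhibition of the luciferase reporter signal at the single screening dose is 50% or more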
# Granule exo inh: LAMP-1 surface exposure blockers, TALL-104 cells – cell-based, flow cytometry, MLPCN library, primary screen; TALL-104 LAMP-1 surface exposure; cells stimulated with thapsigargin and PMA; inhibition, % at 10 µM; 360,000 compounds, 0.66% hits; AID 651702, 2012;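 active = inhibition above about 55%, limit read from the data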
# NCOA2 inhibitor: inhibition of GAL4-SRC2 driven luciferase reporter, primary screen, SRC2 inhibitor project, cell-based, luminescence; HEK293 GAL4-SRC2 luciferase reporter; 370,000 compounds, 0.17% hits; Nuclear receptor coactivator 2 (Homo sapiens), Q15596; inhibition, % at 9 µM;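 active = inhibition above the mean inhibition of all tested compounds plus 3 SD, set per campaign, cut at about 52% in these data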;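 also: 0% = DMSO treated cells and 100% = cells given Gossypol at 36 µM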
# SRC3 inh: SRC3 coactivator transcriptional activity inhibitors, primary screen, cell-based, luminescence. Nuclear receptor coactivator 3 (Homo sapiens), Q9Y6Q9. HEK293 GAL4-SRC3 luciferase reporter. inhibition, % at 3.6 µM. 360,000 compounds, 0.17% hits;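 active = inhibition above a per-campaign cutoff, the mean of all compounds plus 3 SD, cut at about 60% in these data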;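 also: 0% = DMSO-treated cells and 100% = gossypol-treated cells at 36 µM; higher means less SRC3-driven luciferase light from the GAL4 reporter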
# TLR9-MyD88 inh: inhibitors of TLR9-MyD88 association in cells, primary screen, cell-based, CHO, BLA complementation, fluorescence; Toll-like receptor 9 (Homo sapiens) + Myeloid differentiation primary response protein …; CCF4 FRET ratio; inhibition, % at 4.98 µM; 340,000 compounds, 0.21% hits; AID 504734, 2011;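 active = inhibition above the mean over all tested compounds plus 3 SD, cut at about 21% in these data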;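 also: 0% = DMSO only wells and 100% = clavulanate BLA inhibitor control wells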
# * = called active by the depositor; . = no result given. Some of the compounds tested; the hit share may differ from the screen's.
SMILES,NCOA1 inh,ABHD5-PLIN5 inh,TWEAK Fn14 block,NR2F2 inh,NR5A2 inv ag,NOD2 RIPK2 PPI,TROY signal inh,Granule exo inh,NCOA2 inhibitor,SRC3 inh,TLR9-MyD88 inh
CCC(/C=N/Nc1ccc(S(=O)(=O)N2CCCC2)cc1[N+](=O)[O-])CC,2,-1,16,13,-6,-9,-4,0,-18,-6,4
Cc1nc([N+](=O)[O-])c(Sc2nc3ccccc3n2C)n1Cc1ccccc1,6,17,34,-32,-6,-6,2,1,48,52,-2
O=Cc1cn(-c2ccccc2)nc1-c1cc2ccccc2oc1=O,5,-6,-14,3,17,-10,0,-1,-21,7,-2
Cc1ccc(S(=O)(=O)/N=C/N(C)C)cc1,-38,-7,-21,2,0,-4,-12,2,12,12,8
COc1ccc(C(=O)Oc2ccc(/C=N/NC(=O)Cc3ccc([N+](=O)[O-])cc3)cc2)cc1,6,0,5,-6,-4,0,-38,-15,9,1,-8
OC[C@H](O)[C@H](O)[C@@H](O)[C@@H](O)[C@@H]1SC(c2ccccc2)=NN1c1ccccc1,7,-5,0,7,16,3,3,-14,8,-25,.
COc1ccc(C)cc1NC(=O)CN1CCN(S(=O)(=O)c2ccc(Cl)cc2)CC1,7,1,3,-10,3,-10,2,27,18,18,6
CCCCOc1ccc(C(=O)N/N=C/c2cn[nH]c2-c2ccc(OC)c(OC)c2)cc1,6,6,13,-8,2,2,1,1,-24,3,2
C/C(Cn1cnc([N+](=O)[O-])n1)=N\NC(=O)c1ccccc1F,-49,-4,-2,-51,-56,2,-16,0,-53,-58,3
CC(C)CC(=O)N(c1nnc(-c2cccnc2)s1)C1CCCC1,1,0,-6,8,-30,13,-9,-4,-7,8,-5
CC1CC(C)CN(CCCNC(=O)c2ccc3c(c2)NC(=O)C(N2CCCCC2)S3)C1 (stereo unspecified),-3,2,19,18,-2,-17,14,2,-36,10,1
CCCc1ccc(NC(=O)C2CCN(c3cnccn3)CC2)cc1,7,1,5,1,-11,2,18,-2,0,-3,-1
CC1CCN(C(=O)COC(=O)c2ccc(=O)n(Cc3ccccc3)n2)CC1,23,-13,2,3,11,4,-2,4,8,-16,-3
COc1cc([N+](=O)[O-])cc([N+](=O)[O-])c1NC(=O)N1CCOCC1,20,1,17,12,16,-4,-9,-3,-4,-2,4
C[C@]12CCC(=O)C=C1[C@H](O)C[C@@H]1[C@@H]2[C@@H](O)C[C@@]2(C)[C@H]1CC[C@]2(O)C(=O)CO,-4,2,-18,-25,16,-8,8,-2,9,-44,6
Nc1nnc(SCC(=O)NCCNC(=O)CSc2nnc(N)s2)s1,-28,7,8,-11,15,1,-12,2,1,16,9
O=C(CN1C(=O)COc2ccccc21)NCCCN1CCN(c2ccccc2F)CC1,1,16,3,-10,16,-8,-17,-2,-17,14,7
COc1ccccc1S(=O)(=O)Cc1ccc(C(=O)NC2CCCCC2)o1,10,6,-14,12,25,3,3,-3,-16,-5,5
O=c1[nH]cccc1-c1nc2ccccc2n1Cc1ccc(F)cc1,3,2,5,-14,-6,-9,-3,-2,-6,-10,-8
CN(C)c1ccc(C(=S)N2CCOCC2)cc1Br,1,-4,-3,10,-23,10,6,-1,12,14,-3

# Four compounds already listed, arranged by the number in Granule exo inh, falling:
SMILES	NCOA1 inh	ABHD5-PLIN5 inh	TWEAK Fn14 block	NR2F2 inh	NR5A2 inv ag	NOD2 RIPK2 PPI	Granule exo inh	NCOA2 inhibitor	SRC3 inh	TLR9-MyD88 inh
C/C(Cn1cnc([N+](=O)[O-])n1)=N\NC(=O)c1ccccc1F	-49	-4	-2	-51	-56	2	0	-53	-58	3
CN(C)c1ccc(C(=S)N2CCOCC2)cc1Br	1	-4	-3	10	-23	10	-1	12	14	-3
CCCc1ccc(NC(=O)C2CCN(c3cnccn3)CC2)cc1	7	1	5	1	-11	2	-2	0	-3	-1
COc1cc([N+](=O)[O-])cc([N+](=O)[O-])c1NC(=O)N1CCOCC1	20	1	17	12	16	-4	-3	-4	-2	4

# Look-ups from the entries so far:
# O=c1[nH]cccc1-c1nc2ccccc2n1Cc1ccc(F)cc1 in NCOA2 inhibitor → -6
# CCCc1ccc(NC(=O)C2CCN(c3cnccn3)CC2)cc1 in NCOA2 inhibitor → 0
# Nc1nnc(SCC(=O)NCCNC(=O)CSc2nnc(N)s2)s1 in Granule exo inh → 2
# COc1ccc(C)cc1NC(=O)CN1CCN(S(=O)(=O)c2ccc(Cl)cc2)CC1 in NCOA1 inh → 7
# O=Cc1cn(-c2ccccc2)nc1-c1cc2ccccc2oc1=O in NR5A2 inv ag → 17

# Next compounds follow.
SMILES,NCOA1 inh,ABHD5-PLIN5 inh,TWEAK Fn14 block,NR2F2 inh,NR5A2 inv ag,NOD2 RIPK2 PPI,TROY signal inh,Granule exo inh,NCOA2 inhibitor,SRC3 inh,TLR9-MyD88 inh
Cc1ccc2cc(/C=C(\C#N)C(N)=O)c(N3CCCCC3)nc2c1,4,1,-2,-3,-2,-7,-15,0,-25,5,5
Cc1cc2c(cc(C(=O)OC(C)C(=O)NCc3ccc(F)cc3)n2C)o1 (stereo unspecified),-13,7,-5,19,16,-3,11,3,1,4,8
Cc1ccc(S(=O)(=O)NC2(C(F)(F)F)NC(=O)N(Cc3ccccc3)C2=O)cc1 (stereo unspecified),5,-3,9,-4,2,4,10,-5,-18,-2,-8
O=C1CCc2cc(S(=O)(=O)N3CCCC3C(=O)N3CCN(c4ccccc4)CC3)ccc2N1 (stereo unspecified),6,-9,0,-6,-10,4,-1,0,-13,-5,-15
CCO[C@H]1OC(C(=O)N2CCN(C)CC2)=C[C@@H](c2ccc(Br)cc2)[C@@H]1CCCO,-10,6,-1,8,-7,-7,-12,11,11,15,0
O=C(COc1cccc([N+](=O)[O-])c1)NN1C(=O)c2ccccc2C1=O,-21,1,-7,-17,11,4,9,-4,1,9,1
O=C(CSc1nnc2ccc(-c3cccnc3)nn12)Nc1ccccc1,-27,3,-1,-6,-11,1,-32,-5,10,0,4
CCC(=O)c1ccccc1OCCN1C(=O)NC(C)(C)C1=O,-4,-2,-14,-1,2,-1,9,-3,-34,7,-5
FC(F)Oc1ccc(-c2csc(NNC3=NCCCCC3)n2)cc1,-47,-12,-33,14,-22,-15,8,16,-39,-1,11
CC1CCN(S(=O)(=O)c2ccc(NC(=O)CSc3ncccc3C(=O)O)cc2)CC1,5,8,16,-1,10,4,-14,-4,-2,2,7
CCCc1ccc(C(=O)NNc2ccccc2F)cc1,-26,-2,6,-22,-32,-4,-63,-3,-39,-39,-6
Cc1cc(C(=O)CSc2nc3ccc(Cl)cc3[nH]2)c(C)n1Cc1ccco1,8,7,3,20,13,-9,-7,-4,13,24,3
CCc1nc2ccc(C(=O)NCCNC(C)=O)cn2c1N(C)Cc1ccc(OC)cc1,-2,1,-7,-7,3,-10,4,14,-19,10,.
O=Cc1cc(Cl)ccc1OCCN1CCC(Cc2ccccc2)CC1,4,8,7,-1,11,4,10,53,-8,2,2
Cc1cccc(NC(=O)c2ccc(S(=O)(=O)N3CCC(C)CC3)cc2)n1,-8,-6,9,21,14,-9,9,3,22,19,-7
C[C@H](NC(=O)N1CCn2c1nc1ccccc12)C(=O)NCC1CCCO1 (stereo partly specified),10,-8,10,-11,-12,0,11,8,10,8,-12
Cc1cc(C)n(-c2ccc(Cl)c(C(=O)NCc3ccccc3)n2)n1,14,0,6,11,-11,-10,-10,8,-28,5,-4
COc1cc(C(=O)NC2CCCC(C)C2C)ccc1OCC(=O)N1CCOCC1 (stereo unspecified),-6,-5,1,-10,-19,-3,0,16,-7,5,-11
CC(C)(C)OC(=O)N1CCN(C(=O)[C@H](Cc2ccc(O)cc2)n2cc(CCO)nn2)CC1,-2,4,3,-3,-3,1,5,0,-7,-4,0
Cc1ccc(N=Nc2c(C)[nH]n(-c3ccccc3)c2=O)c(C)c1,-8,2,10,12,1,-35,6,0,4,-7,-7

# The closing 2 records of the section before are carried over, then new ones follow.
SMILES,NCOA1 inh,ABHD5-PLIN5 inh,TWEAK Fn14 block,NR2F2 inh,NR5A2 inv ag,NOD2 RIPK2 PPI,TROY signal inh,Granule exo inh,NCOA2 inhibitor,SRC3 inh,TLR9-MyD88 inh
CC(C)(C)OC(=O)N1CCN(C(=O)[C@H](Cc2ccc(O)cc2)n2cc(CCO)nn2)CC1,-2,4,3,-3,-3,1,5,0,-7,-4,0
Cc1ccc(N=Nc2c(C)[nH]n(-c3ccccc3)c2=O)c(C)c1,-8,2,10,12,1,-35,6,0,4,-7,-7
Cc1cc(C)c(OCC(=O)Nc2ccccn2)c([N+](=O)[O-])c1,6,-3,-8,-1,-21,13,-3,0,-22,2,9
CNCC(O)C(O)C(O)C(O)CO (stereo unspecified),-13,0,-2,16,-15,-15,-7,15,-11,1,4
Cn1c(O)c(/C=C2\C=NN=C2c2ccccc2)sc1=S,-3,-9,26,6,-3,-2,15,-6,24,9,2
CCn1c(=O)c(=O)[nH]c2cc(C(=O)NC(C)c3ccc(S(N)(=O)=O)cc3)ccc21 (stereo unspecified),-21,3,32,1,1,6,-5,-3,-4,-18,1
Cc1cc(N2CCN(C(=O)c3ccco3)CC2)n2ncc(-c3ccccc3)c2n1,-66,8,-11,-27,-78,-3,-26,3,-34,-36,-6
COc1cccc(CNC(=O)CCC2CCCN(C(=O)c3cccc4c(C)c(C)[nH]c34)C2)c1 (stereo unspecified),-20,-3,5,4,-3,-2,17,0,-2,-16,16
C=CCSc1[nH]c(=O)cc(C)c1C(N)=O,-3,-5,-13,-7,4,-11,14,3,5,-3,-7
CC1CC(C)CN(C(=O)C2CCN(S(=O)(=O)c3c(Cl)cccc3Cl)CC2)C1 (stereo unspecified),5,-1,-24,4,-19,4,12,29,1,7,8
COC(=O)C1CN(S(=O)(=O)c2ccccc2)CCN1S(=O)(=O)c1ccccc1 (stereo unspecified),-11,-1,-5,-6,3,0,-1,1,-22,7,1
CC1(C(=O)N2CC3(CC(c4cccc(NC(=O)COc5ccc(Cl)cc5)c4)=NO3)C[C@@H]2C(N)=O)CC1 (stereo partly specified),-8,-12,-7,13,4,-2,-5,-9,7,-10,-2
CCOC(=O)c1oc2ccc3c(c2c1C)C(=O)CC1(CCN(C(=O)OCC)CC1)O3,-19,-9,3,3,-6,-6,21,-2,-17,3,-1
COc1ccc(OC)c(C2C(C(=O)Nc3ccccc3OC)=C(C)Nc3nc(CCCO)nn32)c1 (stereo unspecified),2,4,-7,-29,7,-14,6,0,-9,17,9
